# TbREL1 inh = TbREL1 inhibition, primary screen. P86926. TbREL1 RNA ligation, FRET fluorescence. hit rate 0.49% among 89,000. inhibition, % at 9.66 µM;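 active means inhibition above the mean inhibition across all screened compounds plus 3 SD, cut at about 11% in these data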;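 further: 0% = plate median of test wells and 100% = NSC42067 control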
# Target sequence (P86926 whole entry, looked up): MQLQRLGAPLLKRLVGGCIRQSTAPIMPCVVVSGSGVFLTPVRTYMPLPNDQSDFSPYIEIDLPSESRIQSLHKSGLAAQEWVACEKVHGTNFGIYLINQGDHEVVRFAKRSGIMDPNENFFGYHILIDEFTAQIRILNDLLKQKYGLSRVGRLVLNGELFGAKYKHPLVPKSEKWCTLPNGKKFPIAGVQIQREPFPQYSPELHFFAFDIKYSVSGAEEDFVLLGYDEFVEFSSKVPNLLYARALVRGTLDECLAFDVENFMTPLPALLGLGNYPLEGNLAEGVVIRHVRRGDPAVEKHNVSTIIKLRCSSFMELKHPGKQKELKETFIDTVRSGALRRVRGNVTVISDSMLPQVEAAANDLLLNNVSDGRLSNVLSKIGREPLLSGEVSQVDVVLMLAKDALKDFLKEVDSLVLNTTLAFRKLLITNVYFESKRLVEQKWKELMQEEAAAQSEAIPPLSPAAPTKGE
# Active calls of the source: *. These rows are one share of the data; the hit share may differ from the screen's.
TbREL1 inh	Structure
-4.9	CS(=O)(=O)Nc1cccc(C2=NN(C(=O)c3ccccc3Cl)C(c3ccccc3O)C2)c1 (stereo not drawn)
-3.6	CCCCN1CC(N2CCN(CCN(C)C)CC2)CS1(=O)=O (stereo not drawn)
-0.6	CCOc1ccccc1C(=O)NC(CO)C(=O)O (stereo not drawn)
3.0	Cc1nc2ccccc2n1CC(=O)NCCN1CCOCC1
-5.0	FC(F)(F)c1cccc(NC(=S)NC2CCCC2)c1
8.5	CCCCn1c(SCc2nnc(-c3ccccc3)o2)nc2c1c(=O)n(C)c(=O)n2C
3.4	COc1ccc(C(=O)Nc2ccc3ccccc3c2)cc1
2.0	O=C(CN1C(=O)COc2ccccc21)NCc1ccccn1
2.1	CCN1C(=O)c2cccc3c(S(=O)(=O)N(C(C)=O)c4ccc(OC(C)=O)cc4)ccc1c23
-2.6	CC(=O)c1ccc(N2CCN(C(=O)C3CCCN(S(=O)(=O)c4cnc[nH]4)C3)CC2)cc1 (stereo not drawn)
-3.5	Cc1ccc(S(=O)(=O)N2CCCCC2)cc1C(=O)NC1CCCCC1
-0.1	CCN(CC)S(=O)(=O)c1ccc(N2CCCC2)c(C(=O)Nc2ccc(OC)c(Cl)c2)c1
0.0	Cc1ccc(CC2CC(=O)N(c3nc4ccccc4n3C)C2=O)cc1 (stereo not drawn)
-1.8	CC1CN(S(=O)(=O)c2ccc(F)cc2)C(C)N1C(=O)N1CCOCC1 (stereo not drawn)
-1.5	COCCCNC(=O)c1ccc(C2SCC(=O)N2Cc2ccco2)cc1 (stereo not drawn)
3.4	CCOc1cc(C(=O)Nc2cc(C)ccc2C)ccc1OCC(=O)N1CCCCC1
6.2	Cc1c(NC(=O)COC(=O)CCc2c[nH]c3ccccc23)c(=O)n(-c2ccccc2)n1C
-0.5	Cc1cccc(NC(=O)NCCCN2CCN(c3ccc(F)cc3)CC2)c1
2.4	O=C(COc1ccc(Cl)cc1Cl)N1CCNC1=O
-3.1	CCCOc1ccc2c3c(c(=O)oc2c1OCCC)CCCC3
1.2	O=C(COc1ccc(S(=O)(=O)NC2CCCCC2)cc1)NC1CCCCC1
-1.8	O=C(O)C[C@H]1c2cc(F)ccc2S(=O)(=O)N1C1CCN(Cc2ccccc2)CC1
-3.5	CCOc1ccc(N(CC)C(=O)COc2cc(=O)n(C)c3ccccc23)cc1
1.5	CCCN1CNC(=S)N(c2ccc(C(=O)OCC)cc2)C1

# Five structures already listed, ordered by molecular weight, smallest number first:
TbREL1 inh	Structure
-3.1	CCCOc1ccc2c3c(c(=O)oc2c1OCCC)CCCC3
-3.5	CCOc1ccc(N(CC)C(=O)COc2cc(=O)n(C)c3ccccc23)cc1
1.2	O=C(COc1ccc(S(=O)(=O)NC2CCCCC2)cc1)NC1CCCCC1
-1.8	O=C(O)C[C@H]1c2cc(F)ccc2S(=O)(=O)N1C1CCN(Cc2ccccc2)CC1
6.2	Cc1c(NC(=O)COC(=O)CCc2c[nH]c3ccccc23)c(=O)n(-c2ccccc2)n1C

# New compounds follow.
TbREL1 inh	Structure
3.7	CCOC(=O)N1CCN(C(=O)C2CC(c3cc(OC)ccc3OC)=NO2)CC1 (stereo not drawn)
0.8	Cc1nc(Nc2ccccc2)[nH]c(=O)c1CCC(C)C
1.0	O=C(COC(=O)c1cc([N+](=O)[O-])ccc1N1CCOCC1)NC1CCCCC1
7.7	Cc1c(Cl)cnn1CC(=O)NC1C(=O)N2C(C(=O)O)=C(CSc3nnnn3C)CSC12 (stereo not drawn)
0.2	O=C(NCC1CCCO1)c1ccccc1NS(=O)(=O)c1cccc([N+](=O)[O-])c1 (stereo not drawn)
6.5	CCN(CC)S(=O)(=O)c1ccc(OC)c(NC(=O)c2ccc(=O)[nH]c2)c1
1.1	CC(=O)C1C(c2cccc(F)c2)NC(=O)NC1(O)C(F)(F)F (stereo not drawn)
2.6	Cc1ccc(C23CC4CC(CC(C(=O)N5CCN(C)CC5)(C4)C2)C3)cc1
-3.6	COC(=O)C1CSc2[nH]c(=O)sc2C1c1ccc(OC)c(OC)c1 (stereo not drawn)
-1.5	CC(C)CN(CC(C)C)C(=O)c1cn(C(C)c2ccccc2)nn1 (stereo not drawn)
2.6	CCN(CC(=O)NCc1ccc(Cl)cc1)C(=O)CSCC(=O)Nc1ccc(C)cc1
1.3	Cc1ccc(-c2nnn3c2nc(NC(C)C)c2ccccc23)cc1
-4.3	Cc1nc(NC(=O)CN2CCC(O)(c3ccc(F)cc3)CC2)sc1C
0.7	O=c1cc(-c2ccccc2Cl)oc2c([N+](=O)[O-])c(O)cc(O)c12
-0.5	Cc1ccc(CN2CCN(CC(=O)N/N=C/c3ccccc3F)CC2)cc1
1.4	Cc1ccc(-c2cc(C(=O)N/N=C/c3c(C)nn(C)c3C)c3ccccc3n2)cc1C
-0.8	O=C(NCc1ccccc1)C1CCC(CNS(=O)(=O)c2cccs2)CC1 (stereo not drawn)
-4.2	C[C@H](CO)N1C[C@H](C)[C@@H](CN(C)S(=O)(=O)c2cccs2)Oc2c(NC(=O)CCC(F)(F)F)cccc2C1=O
-3.3	Cc1nc2c(=O)n(-c3ccc(F)c(Cl)c3)nc(C)c2s1
0.6	COc1ccccc1NC(=O)CSc1nc(=O)n2cc(C)ccc2n1
2.9	Nc1nc2n(n1)C(c1cccs1)CC(c1ccccc1)N2 (stereo not drawn)
0.2	O=C(Nc1ccccc1)N1CCCN(c2ccc(C(F)(F)F)cc2[N+](=O)[O-])CC1
-1.5	Cc1n[nH]c(C)c1S(=O)(=O)N(CC(=O)N1CCc2ccccc21)c1ccc(C(C)C)cc1
-2.9	CC(C)OC(=O)CSc1nnc(-c2cccnc2)n1Cc1ccccc1
4.6	C#CCCC(=O)Nc1sc2c(c1-c1nc3ccccc3s1)CCN(C(C)C)C2
-2.5	CCOC(=O)Cn1c(-c2cccnc2Cl)nc2cc(C)c(C)cc21
1.5	CC(C)(C)NC(=O)NC(=O)CN1CCCCC1
3.7	CN(C)[C@@H]1CCN(c2cccc3c2S(=O)(=O)N(C2CC2)CCCO3)C1
0.2	CCN1C(=O)c2ccc(C(=O)NCc3ccc4c(c3)OCO4)cc2C1=O
4.8	COc1ccc(C2CC(c3ccc4ccccc4c3)=NN2C(=O)CSc2ncccn2)cc1 (stereo not drawn)
1.9	O=C(COC(=O)c1ccc(F)c(S(=O)(=O)N2CCOCC2)c1)NC1CC1
-0.6	CCN1C(=O)[C@H]2[C@@H](c3ccc(-c4ccccc4)cc3)N3CCC[C@@]3(C(=O)OC)[C@H]2C1=O

# In another format: results already given.
> CCN1C(=O)c2ccc(C(=O)NCc3ccc4c(c3)OCO4)cc2C1=O
  TbREL1 inh: 0.2
> COc1ccc(C2CC(c3ccc4ccccc4c3)=NN2C(=O)CSc2ncccn2)cc1 (stereo not drawn)
  TbREL1 inh: 4.8
> O=C(COC(=O)c1ccc(F)c(S(=O)(=O)N2CCOCC2)c1)NC1CC1
  TbREL1 inh: 1.9
> CCN1C(=O)[C@H]2[C@@H](c3ccc(-c4ccccc4)cc3)N3CCC[C@@]3(C(=O)OC)[C@H]2C1=O
  TbREL1 inh: -0.6

# The listing continues.
TbREL1 inh	Structure
-0.2	CC(=O)Nc1ccc(S(=O)(=O)N2CCN(Cc3ccccn3)CC2)cc1
4.2	Cc1ccc2[nH]c(=O)c(COC(=O)C3CCCCC3)cc2c1
-1.8	CCN(CC)C(=O)C1CC(=O)N(c2ccc(OC)cc2)C1c1ccc(OC)cc1 (stereo not drawn)
-1.3	O=C(Nc1ccc2ncccc2c1)c1cc(-c2ccc(Cl)cc2)nc2ccccc12
5.0	Cn1nnc2cc(C(=O)Nc3cccnc3)ccc21
0.0	CN(c1cccc(NC(=O)CSc2ccc(Cl)cc2)c1)S(C)(=O)=O
1.7	Cc1cccc(OCC(=O)O/N=C(\N)c2ccc(Br)cc2)c1
-2.0	c1csc(CN2CCN(Cc3cccs3)C2c2cccs2)c1
4.1	CCCOc1ccc(/C=N/NC(=S)Nc2ccccc2[N+](=O)[O-])c(O)c1
6.0	Cc1cccc(C)c1-n1nnnc1S(=O)(=O)Cc1ccccc1Cl
-0.1	Cc1nc2c(cc(Oc3ccc(S(=O)(=O)N4CCOCC4)cn3)c3ccsc32)s1
6.0	COc1ccccc1NC(=O)c1ccccc1Oc1ccccc1
-2.2	CCOc1ccc(NC(=O)CSc2ncnc3c2sc2ccccc23)cc1
-4.8	Cc1cccc(C)c1Nc1cn[nH]c1
0.2	N#Cc1cccc(C(c2nnnn2C2CCCC2)N2CCC(Cc3ccccc3)CC2)c1 (stereo not drawn)
11.1*	COc1ccc(Cn2c(C)nc3c(c2=O)c2nc4ccccc4nc2n3Cc2ccco2)cc1
1.6	Cc1nn(CC(=O)Nc2ccc3c(c2)oc2ccccc23)c(=O)c2ccccc12
2.5	O=C(CCC(=O)c1cccs1)NCc1ccc(Cl)cc1
1.2	COc1cc(CN2CCSCC2)cc(OC)c1OC
2.6	O=C(O)C1CCCN1S(=O)(=O)c1ccc2[nH]c(=O)c(=O)[nH]c2c1 (stereo not drawn)
-0.7	COCCCn1cc(CN2CC(N3CCN(Cc4ccccc4F)CC3)CS2(=O)=O)nn1 (stereo not drawn)
4.4	Cc1ccc(S(=O)(=O)N2CCC(C(=O)NCc3ccncc3)CC2)cc1
1.9	COc1ccc2c(c1)CCC(=O)[C@H](O)C[C@H](c1ccccc1)OC2=O
-1.0	COC(=O)c1cccc(C(=O)N2CCCC(CNC(=O)c3ccccc3Cl)C2)c1 (stereo not drawn)
-1.8	Cc1ccc(C)c(NC(=O)Cn2nnc(C(=O)NCc3cccs3)c2N)c1
-2.9	COc1ccccc1CNC(=O)c1ccc2c(=O)n(CCCN3CCCC3=O)c(=S)[nH]c2c1
2.7	NC(=O)Nc1ccc(C(=O)OCC(=O)Nc2cccc(S(=O)(=O)NC3=NCCC3)c2)cc1
3.0	O=C(NCc1ccc(Cl)cc1)Nc1ccc(F)cc1
-0.9	C/C(=N\Nc1ccc(C(=O)O)cc1)c1ccc(S(=O)(=O)NCc2ccco2)cc1
3.0	O=C(NCCN1CCOCC1)c1cc(-c2ccc(Cl)cc2Cl)on1
1.1	COc1cc(OC)cc(-c2nn[nH]n2)c1
6.0	C/C(Cc1ccccc1)=N\NC(=O)CNC(=O)/C=C\c1ccccc1
5.8	Nc1c(C(=O)Nc2cccc(F)c2)nnn1-c1ccc2c(c1)OCCO2
-2.6	CCCc1cc(=O)[nH]c(SCCOC(=O)c2ccccc2)n1
3.7	COC(=O)c1c(C)[nH]c(C(=O)/C=C/c2ccccc2Cl)c1C
-2.2	CC(Oc1ccc(F)cc1)C(=O)Nc1sc2c(c1C(=O)NCc1cccnc1)CCCC2 (stereo not drawn)
2.3	CCCC1CCC2(CCCN2CCOC(=S)Nc2ccccc2)CC1 (stereo not drawn)
-0.4	O=C1/C(=C/c2cccs2)Cc2ccccc21
-5.9	COc1cc2c(C(=O)O)c(C)n(CC(C)C)c2c2ccccc12
1.0	O=C(Nc1ccccc1)c1ccc2ccccc2n1

# Next part (two carried over from the part before).
TbREL1 inh	Structure
-5.9	COc1cc2c(C(=O)O)c(C)n(CC(C)C)c2c2ccccc12
1.0	O=C(Nc1ccccc1)c1ccc2ccccc2n1
-1.3	O=C(CCN1CCN(c2ccccc2)CC1)NNC(=O)Cc1ccccc1Cl
1.5	Cc1noc(C)c1C(=O)OCC(=O)NC(=O)NC12CC3CC(CC(C3)C1)C2
-0.2	CCOC(=O)c1nn(-c2ccc3c(c2)OCO3)cc1O
-1.9	COc1ccc(OC(=O)/C=C/c2ccc([N+](=O)[O-])cc2)cc1
2.9	CC1CCCN(C(=O)CSc2nnc(-c3cccs3)o2)C1 (stereo not drawn)
-2.4	Cc1cccc(N2CCN(S(=O)(=O)c3ccc4c(c3)CCN4C(=O)CCC(=O)O)CC2)c1C
1.2	COc1ccccc1C(=O)n1nc(-c2cccnc2)nc1N
-1.7	CCCOCC1CC2(CC(C)(c3csc(N)n3)OC2=O)C(=O)O1 (stereo not drawn)
-9.8	COc1ccc(CCNC(=S)NCCc2ccc(OC)c(OC)c2)cc1OC
-0.5	O=C(NCCc1ccco1)c1nn(Cc2ccccc2)c(=O)c2ccccc12
-0.4	CC(C)NC(=O)NS(=O)(=O)c1cnccc1N1CCCCC1
-1.4	O=c1oc2ccccc2c(N2CCCCC2)c1CN1CCCCC1
3.0	Cn1nc([N+](=O)[O-])nc1Sc1ccc(Cl)cc1
0.3	Fc1ccc(CNc2ncnc3c2cnn3-c2ccccc2)cc1
-2.6	CN(Cc1ccon1)Cc1cn(C)nc1-c1cccc(Cl)c1
1.8	CCc1ccc(N(C2C=CS(=O)(=O)C2)S(=O)(=O)c2ccccc2)cc1 (stereo not drawn)
-1.9	COc1ccc(CC(=O)Nn2c(-c3ccccc3)nc3ccccc3c2=O)cc1
-2.2	COC(=O)C1=C(C(=O)OC)[C@@H]2N(C)c3ccccc3[C@@]23C[C@@H](CO)N(C(=O)c2cccs2)C3=N1
-0.2	CC(=O)Nc1ccc2sc(C)nc2c1
-2.8	COc1ccccc1N1CCN(C(=O)COc2cccc(C)c2C)CC1
2.7	CCOC(=O)c1c(NC(C)=O)sc2c1C1CCN2CC1
0.3	CCCCOc1nc2ccccc2nc1C(C#N)C(=O)NC1CCCCC1 (stereo not drawn)
1.4	CS(=O)(=O)c1[nH]nc(-c2ccccc2Cl)c1C#N
7.0	CC(=NCCCn1ccnc1)c1c(O)n(Cc2ccccc2)c(=O)[nH]c1=O
0.8	COCCCn1c(=N)c(C(=O)NCC2CCCO2)cc2c(=O)n3ccccc3nc21 (stereo not drawn)
-4.5	CCCCCNc1nc(N2CCCC2)c2c(c1C#N)CCN(C)C2
-6.6	Cc1cc(=O)[nH]c2c1c(=O)[nH]n2C1CC(C)N(C)CC1C (stereo not drawn)
-0.4	Cc1ccc(S(=O)(=O)NCCC(=O)Nc2ccc3c(c2)OCO3)cc1
-2.6	Cc1noc(C)c1C(=O)OCC(=O)Nc1ccc(C(N)=O)cc1
7.9	OC(COc1cccc2ccccc12)CN1CCCC1 (stereo not drawn)
7.2	Cc1ccc(C(=O)NC(C(=O)NC2CCCC2)c2ccccc2)cc1 (stereo not drawn)

# Screening data (PubChem BioAssay)
